PGC1a acetyl inh = modulators of PGC1a acetylation | U2OS PGC1a acetylation, AlphaScreen anti-acetyl-lysine; with virally co-expressed GCN5 acetyltransferase | 0.17% of 350,000 active | inhibition, % at 15.6 µM;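 active = every replicate shows inhibition of at least 40%; inconclusive = mean inhibition at least 40% but some replicate below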;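 note: 0% = neutral control wells and 100% = positive control wells; some results beyond the cut were filed as inactive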
Statin myotox sup = suppressors of simvastatin-induced myotoxicity in C2C12 myotubes; 0.78% of 330,000 active; ATP luminescence, 48 h; scaled: DMSO 0, geranylgeraniol control 100; rescue of ATP level, % at 7.49 µM;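 active = mean ATP rescue above about 67%, or every replicate alone reaching that limit, limit read from the data, passing the limit was not always enough; inconclusive = no clear call, values can overlap the other calls; inactive = mean under the limit and some replicate under it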;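 note: myotubes were challenged with 10 µM simvastatin during compound exposure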
Cneo AK release = causes C. neoformans cell lysis; adenylate kinase release luminescence, 4 h; normalised: neutral wells 0, clomiphene wells 100; AID 651654; 0.2% of 360,000 active; lysis activity, % at 15 µM;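 active = mean lysis activity across replicates of at least 80%, whatever share of replicates individually reach that level; inactive = mean lysis activity below 80%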
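Assay system: C. neoformans cells. Amount: yeast cell density of 5 × 10^6 cells/mL. Technique: AK luminescence. Buffer or medium: YPD. Times: static 4 h at 37 °C with compound, 1 h detection. Dosing: single-point compound dose. Read-out: lysis from increased AK signal.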
Numbers without * were called inactive; ? = inconclusive. Some of the compounds tested; the hit share may differ from the screen's.

SMILES	PGC1a acetyl inh	Statin myotox sup	Cneo AK release
Cc1ccc(C(=O)Nc2c(C)cc(-c3ccc(Cl)cc3)oc2=O)cc1	9.4	-1.5	-2.7
Cc1noc(C)c1C(=O)OCC(=O)NC(=O)NC12CC3CC(CC(C3)C1)C2	7.4	2.2	4.1
Nc1c(S(=O)(=O)c2cccs2)c2nc3ccccc3nc2n1/N=C/c1cccc(O)c1	-8.9	-12.2	-4.1
Cn1ncc(C#N)c1/N=C/N1CCCCC1	2.1	8.3	2.5
COc1ccc(-c2cc(-c3cccs3)c(C#N)c(SCC(=O)NCc3ccco3)n2)cc1	0.2	-5.3	-4.4
CCOC(=O)CNC(=O)CSc1nc2ncc(Br)cc2[nH]1	-4.6	4.1	3.4
Cc1ccc(C(=O)NNC(=O)C2CCCN(c3ncccn3)C2)cc1 (centres undefined)	3.8	-14.1	0.1
CCC(C)NS(=O)(=O)c1ccc(OCC(=O)NCc2cccnc2)cc1 (centres undefined)	-3.4	-3.7	-3.2
CC(=O)c1c(C)n(-c2ccccc2)c2ccc(O)cc12	31.5	10.8	1.8
CCNC(=O)NC(=O)C(C)OC(=O)c1oc2ccc(OC)cc2c1C (centres undefined)	7.7	-4.4	2.4
CC(=O)CSc1nc(N)c(C#N)c(-c2cccs2)c1C#N	-17.0	6.2	-1.9
N#Cc1c(NC(=O)CSc2nnnn2C2CCCC2)sc2c1CCCC2	-0.5	-5.9	-0.4
Cc1cc(C(=O)CSc2nncs2)c(C)n1-c1c(C)n(C)n(-c2ccccc2)c1=O	4.7	8.3	-0.9
CCOC(=O)C1=C(C)NC2=C(C(=O)CCC2)C1c1cn(Cc2ccc(Cl)cc2Cl)nc1-c1ccccc1 (centres undefined)	-1.9	?	-1.6
Cc1ccccc1NC(=O)Cc1cn(C)c2ccccc12	4.7	12.2	3.5

Results in Cneo AK release and PGC1a acetyl inh, for some of the entries so far:
canonical_smiles | Cneo AK release | PGC1a acetyl inh
CCOC(=O)CNC(=O)CSc1nc2ncc(Br)cc2[nH]1 | 3.4 | -4.6
Cc1ccc(C(=O)Nc2c(C)cc(-c3ccc(Cl)cc3)oc2=O)cc1 | -2.7 | 9.4
Cn1ncc(C#N)c1/N=C/N1CCCCC1 | 2.5 | 2.1
N#Cc1c(NC(=O)CSc2nnnn2C2CCCC2)sc2c1CCCC2 | -0.4 | -0.5
Cc1noc(C)c1C(=O)OCC(=O)NC(=O)NC12CC3CC(CC(C3)C1)C2 | 4.1 | 7.4

The list goes on.
SMILES	PGC1a acetyl inh	Statin myotox sup	Cneo AK release
CCn1c(C)c(C(C)=O)c(N2CCCC2)nc1=S	0.7	-7.9	-2.7
O=C(O)[C@@H]1CCCN1c1ncnc2sc3c(c12)CCC3	-3.7	-13.5	1.0
Cc1ccc(NC(=S)NC(NC(=O)C(C)(C)C)C(Cl)(Cl)Cl)c(C)c1 (centres undefined)	-21.0	-15.5	-4.9
Cc1cccc(OCC(=O)Nc2ccc3c(c2)nc(CCN2CCN(C)CC2)n3C)c1	-6.7	14.9	-13.5
CCc1sc(C(=O)Nc2cc(Cl)ccc2N2CCCCC2)cc1C	-4.5	2.4	0.8
C[N+](C)(C)CCCN1C(=O)CCCC1=O	30.2	-18.6	0.5
Cc1cccc(C(=O)NC(=S)Nc2ccc(S(=O)(=O)N3CCN(C)CC3)cc2)c1	2.5	-11.5	-1.6
CCc1nnc(NC(=O)OCc2ccccc2)s1	-4.4	20.7	-0.3
CN(C)c1ccc(NC(=O)c2cn(-c3ccccc3)nc2-c2cccs2)cc1	1.8	19.4	-4.0
FC(F)(F)c1cccc(NC(=S)N2CCN(c3cccc(C(F)(F)F)c3)CC2)c1	-28.3	-19.8	-3.4
O=C(NCc1ccccc1)c1noc2c1CCCC2	2.5	19.3	-5.0
O=C(Nc1ccc(C(=O)N2CCC(N3CCCC3)CC2)cc1)c1ccc(Br)o1	6.7	1.8	-2.1
CC(=O)Nc1ccc(S(=O)(=O)N(C)CC(=O)NC2=NCCS2)cc1	0.5	-1.3	-1.0
CC1=NN(c2nc(-c3ccc(Cl)cc3)cs2)C(=O)C1	-3.8	-6.0	0.0
CCC(N1CCOC1=O)S(=O)(=O)c1ccc(C)cc1 (centres undefined)	-0.6	-2.7	-0.5

Single records, from the list above:
Entry for `CC(=O)Nc1ccc(S(=O)(=O)N(C)CC(=O)NC2=NCCS2)cc1` : PGC1a acetyl inh = 0.5; Statin myotox sup = -1.3; Cneo AK release = -1.0
Entry for `Cc1ccc(NC(=S)NC(NC(=O)C(C)(C)C)C(Cl)(Cl)Cl)c(C)c1` (centres undefined) : PGC1a acetyl inh = -21.0; Statin myotox sup = -15.5; Cneo AK release = -4.9

(more compounds)
SMILES	PGC1a acetyl inh	Statin myotox sup	Cneo AK release
CCOC(=O)c1ccc(N2C(=O)CC(N3CCN(C/C=C/c4ccccc4)CC3)C2=O)cc1 (centres undefined)	8.4	127.1*	0.4
CCCCNCc1cc(OCC)c(OCC(N)=O)cc1Br	-11.3	13.8	2.4
Cc1nc2nc(CSc3ccc(Cl)cc3)cc(=O)n2[nH]1	-5.7	8.6	1.3
Cc1cc(C(=O)Nc2ccc3c(c2)OCCO3)c(C)o1	5.6	-27.5	-3.7
Cc1c(NC(=O)c2cc3ccccc3o2)c(=O)n(-c2ccccc2)n1C	-2.5	-3.6	1.9
C=CCOC(=O)C(C#N)c1nc2ccccc2nc1N1CCC(C(=O)OCC)CC1 (centres undefined)	-2.4	15.1	2.6
COc1cccc(CSc2nnc(-c3ccc(F)cc3)o2)c1	4.9	5.4	2.1
CSc1ccc(/C=N/n2nnnc2N)cc1	2.2	2.8	4.9
Clc1ccccc1-c1nnc2sc(-c3cccs3)nn12	-9.3	41.7	-3.9
Cc1cc[n+](CCC(=O)O)c2ccccc12	-2.0	2.5	3.9
CC1CCN(C(=O)CSc2nnc(-c3ccc(S(=O)(=O)N4CCOCC4)cc3)n2C)CC1	0.0	-0.1	6.7
CN1CCCC(OC(=O)COc2ccccc2)C1 (centres undefined)	-1.4	4.2	-5.2
O=c1nc2n(c3sc4c(c13)CCCC4)C(CBr)CS2 (centres undefined)	-7.3	16.1	13.5
CC(C)=C1C2CCC1C(C(=O)NCc1ccccc1)C2C(=O)O (centres undefined)	-16.6	-2.4	-0.6
CC(=O)Nc1ccc(S(=O)(=O)Nc2nc(CN3CCOCC3)nc3sc4c(c23)CCCC4)cc1	4.0	16.0	-0.4

5 compounds already listed, arranged by SMILES length, lowest first:
SMILES	PGC1a acetyl inh	Statin myotox sup	Cneo AK release
CSc1ccc(/C=N/n2nnnc2N)cc1	2.2	2.8	4.9
Clc1ccccc1-c1nnc2sc(-c3cccs3)nn12	-9.3	41.7	-3.9
CC(C)=C1C2CCC1C(C(=O)NCc1ccccc1)C2C(=O)O (centres undefined)	-16.6	-2.4	-0.6
Cc1c(NC(=O)c2cc3ccccc3o2)c(=O)n(-c2ccccc2)n1C	-2.5	-3.6	1.9
CC(=O)Nc1ccc(S(=O)(=O)Nc2nc(CN3CCOCC3)nc3sc4c(c23)CCCC4)cc1	4.0	16.0	-0.4

Continuation:
SMILES	PGC1a acetyl inh	Statin myotox sup	Cneo AK release
N#C/C(=N/Nc1ccccc1F)C(=N)N1CCOCC1	7.9	12.8	10.2
Cc1cc(C)c2nc(N3CCCC3)c(C#N)cc2c1	2.6	-0.9	-2.2
O=S(=O)(Nc1ccc2cn[nH]c2c1)c1ccc(Cl)cc1	-12.3	12.4	3.2
COC(=O)c1c(NC(=O)c2ccccc2)sc(Cc2ccccc2)c1C	2.0	-1.3	1.8
Cc1nnc(SCC(=O)NCC2CCCO2)n1-c1ccccc1 (centres undefined)	-6.1	7.7	0.7
COc1ccc(NC(=O)c2cccc(N3C(=O)NC4CC3(C)Oc3ccccc34)c2)cc1 (centres undefined)	4.3	17.9	-0.7
CCCCn1c(SCC(=O)N2c3ccccc3Sc3ccccc32)nc2c1c(=O)n(C)c(=O)n2C	1.3	-10.1	2.5
COc1ccc(C2=NO[C@@H]3C(=O)N(C4CCCCC4)C(=O)[C@H]23)cc1OC	-4.9	3.9	0.9
O=C(C[C@H]1C[C@H](C(=O)N2CCCCC2)[C@@]2(CCc3ccccc3)c3[nH]c4ccc(Cl)cc4c3CCN2C1=O)NCCc1ccccn1	-3.9	21.5	22.8
COc1ccc(-c2n[nH]c(C)c2-c2ccc(OC)c(OC)c2)c(O)c1	-39.1	-37.6	-0.2
CCSc1nnc(NC(=O)CSc2c(Cl)cccc2Cl)s1	0.0	17.5	-1.2
CCOc1ccc(C2=Nn3c(nnc3-c3ccccc3)SC2)cc1Cl	6.4	-6.8	0.0
O=C(NCc1ccco1)c1ccc(=O)[nH]n1	-4.9	-6.4	-0.9
O=C1CC(C(=O)Nc2nccs2)C(c2ccccc2)O1 (centres undefined)	-6.6	3.0	3.8
Cc1cc(C)c2c(-n3cccc3)c(C(=O)NNS(=O)(=O)c3ccc(Br)cc3)sc2n1	-37.9	13.1	5.7
O=C(OCC#CCSc1nnc(-c2ccccc2)o1)c1ccco1	-0.4	10.1	-5.0
CCOC(=O)C(Cc1ccccc1)NC(=O)Cn1nnc(-c2ccccc2)n1 (centres undefined)	1.1	2.5	0.9
COC(=O)C1=C(C)NC(=O)C1(Nc1nccs1)C(F)(F)F (centres undefined)	5.1	-2.8	-0.7
Cc1ccc(N2/C(=N/c3nc(C)cc(C)n3)NC(=O)CC2C(=O)O)cc1 (centres undefined)	1.3	1.0	5.1
O=c1c2[nH]c3ccccc3c2ncn1Cc1ccco1	-12.7	11.2	-4.1
Cc1sc2nc(-c3ccc(Br)cc3)oc(=O)c2c1C	9.6	-1.0	0.7
COc1ccc(N=CC2=C(O)CC(C)(C)CC2=O)cc1	-5.0	-0.3	1.1
COC(=O)c1[nH]c2ccc(C)cc2c1NC(=O)CN1CCC(C)CC1	-8.9	3.1	6.3
CCN(CC)C(=O)c1ccc(NS(=O)(=O)c2ccccc2)cc1	2.3	103.3*	-1.1
Cc1ccc(NS(=O)(=O)c2c(C)[nH]c(=O)[nH]c2=O)cc1C	7.4	-0.8	-1.2
COC(=O)NC(=S)Nc1ccc(Oc2ccc(Cl)cc2Cl)c(Cl)c1	-17.5	126.3*	-0.8
C1CCc2c(nc3nnnn3c2N2CCOCC2)C1	53.1	4.4	-1.8
COc1ccc(CCNC(=O)CN2C(=O)c3ccccc3C2=O)cc1	8.0	-2.7	0.3
CC(=O)C1=C(NC(=O)c2ccc(F)cc2)CC2C1C2(C)C (centres undefined)	-8.7	-7.5	-0.3
COc1ccc(O)c(C(=O)c2cc(C#N)c(=O)n(CCN3CCOCC3)c2)c1	16.7	10.2	-0.7
CCc1cc(C=NC2CCCCC2)c(O)s1	-60.6	-10.0	-3.9
Cc1ccccc1SCC(=O)NC1CCOC1=O (centres undefined)	8.5	5.4	0.2
O=[N+]([O-])c1ccc(C(=Nc2cccc3ccccc23)N2CCOCC2)cc1	-3.6	-0.1	1.4
Cc1cc(C)c(C(N)=O)c(NCCc2ccccc2)n1	-4.1	2.7	2.5
Oc1c(-c2cc(-c3ccco3)[nH]n2)ccc2ccccc12	-2.9	-4.7	-4.3
COc1ccccc1OCc1ccc(C(=O)N2CCN3CCCC3C2)cc1 (centres undefined)	6.7	10.8	1.3
CCOc1ccc(CCNC(=O)Cn2nc(C)n3cccc3c2=O)cc1OCC	3.7	5.0	3.4
Cc1nnc2sc(-c3ccc(-c4ccc(Cl)c(C(F)(F)F)c4)o3)nn12	-6.7	4.5	2.0
c1ccc2nc3c(nc2c1)CCc1nonc1-3	15.4	0.8	0.0
CCN(CC)c1ccc(CNC23CN4CN(CN(C4)C2)C3)cc1	3.1	4.9	0.2
c1ccc(CCc2nc(-c3ccccc3)no2)cc1	7.2	-6.2	30.6
CC(C)(CO)N=Cc1c(O)[nH]c2ccccc12	11.6	4.9	4.4
O=S(=O)(Nc1cccnc1)c1ccc(C2CCCCC2)cc1	-14.1	-6.4	-0.5
COc1cccc(-c2nnc(SCC(=O)N3CCCc4ccccc43)o2)c1	-3.4	98.5*	2.0
O=C1c2ccccc2C(=O)C1c1ccncc1	3.7	?	-3.0
CCCOc1ccc(C(C)=O)cc1CC(C(N)=O)C(N)=O	4.7	7.0	-0.6
Cc1ccccc1CN1CCN(CC(=O)NCc2ccc3c(c2)OCO3)C1=O	-3.1	44.4	-8.9

In the list so far, three contain a CF3 group.
SMILES	PGC1a acetyl inh	Statin myotox sup	Cneo AK release
FC(F)(F)c1cccc(NC(=S)N2CCN(c3cccc(C(F)(F)F)c3)CC2)c1	-28.3	-19.8	-3.4
COC(=O)C1=C(C)NC(=O)C1(Nc1nccs1)C(F)(F)F (centres undefined)	5.1	-2.8	-0.7
Cc1nnc2sc(-c3ccc(-c4ccc(Cl)c(C(F)(F)F)c4)o3)nn12	-6.7	4.5	2.0

Screens as filed in PubChem BioAssay.
